Assay outcomes: PubChem, National Center for Advancing Translational Sciences (NCATS)
POLK inh – blocks human DNA polymerase kappa activity. Q9UBT6. purified Pol kappa, fluorescent DNA synthesis assay, 10 min. Potency, µM (doses to about 107 µM), inactives show at the top dose activity, negative = inhibition, hits mostly inhibitors. 400,000 compounds, 0.53% hits. AID 588579; note: potency is the fitted concentration of half-maximal effect; % is set by controls: 0 for no effect and ±100 for the full control effect
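Kinetic fluorescence screen: compound preincubated 15 min RT with 10 nM enzyme; 50 nM substrate (final) initiates; reads at 0/10 min.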
Tb PGK inh – T. brucei PGK inhibition; PGK/GAPDH coupled, Kinase-Glo luminescence, 60 min; Potency, µM (doses to about 57.5 µM), without a hit: at the top dose activity change, negative = inhibition, most hits filed as inhibitors; 380,000 compounds, 0.043% hits; AID 602233; note: potency is the fitted concentration of half-maximal effect; % is set by controls: 0 for no effect and ±100 for the full control effect; nearly all actives have a fitted effect of over 60% in size
Target sequence (P07378 whole entry, looked up): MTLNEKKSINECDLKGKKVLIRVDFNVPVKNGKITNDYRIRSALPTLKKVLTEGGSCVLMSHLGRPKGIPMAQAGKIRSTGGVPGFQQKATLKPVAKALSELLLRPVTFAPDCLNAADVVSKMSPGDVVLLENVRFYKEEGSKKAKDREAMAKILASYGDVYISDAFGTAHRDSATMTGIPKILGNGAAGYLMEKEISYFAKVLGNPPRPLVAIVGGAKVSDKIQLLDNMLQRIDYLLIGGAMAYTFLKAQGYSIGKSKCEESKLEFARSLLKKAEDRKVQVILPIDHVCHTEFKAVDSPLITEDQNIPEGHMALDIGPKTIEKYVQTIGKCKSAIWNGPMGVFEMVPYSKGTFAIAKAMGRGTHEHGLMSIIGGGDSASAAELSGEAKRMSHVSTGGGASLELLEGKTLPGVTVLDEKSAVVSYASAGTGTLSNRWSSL
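Recombinant glycosomal PGK reaction used 1,3-bisphosphoglycerate generated in-well by GAPDH (100nM final) in 100mM TEA pH 7.6, 5mM MgCl2, 0.01% Tween-20. After 60 minutes at room temperature, ATP was read by Kinase-Glo Plus luminescence end-point.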
BLM helicase inh – Bloom syndrome helicase (human) inhibition | 350,000 compounds, 0.2% hits | Potency, µM (highest dose often 56.1 µM), for inactives: top-dose activity change, negative = inhibition, actives largely listed as inhibitors | recombinant BLM DNA unwinding, fluorescence dequenching | AID 2528;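 note: potency is the fitted concentration of half-maximal effect; plate controls were vehicle for no effect and no enzyme for full effect; nearly all actives have a fitted effect of over 35% in size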
APEX1 inh – blocks human APE1 abasic DNA cleavage | recombinant APE1, TAMRA/BHQ-2 abasic DNA cleavage fluorescence | 350,000 compounds, 0.35% hits | P27695 | Potency, µM (highest dose often 65.8 µM), inactives show at the top dose activity change, negative = inhibition, usual class: inhibitors;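 note: potency is the fitted concentration of half-maximal effect; plate controls were vehicle for no effect and reference inhibitor for full effect; nearly all actives have a fitted effect of over 55% in size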
Target sequence (P27695 whole entry, looked up): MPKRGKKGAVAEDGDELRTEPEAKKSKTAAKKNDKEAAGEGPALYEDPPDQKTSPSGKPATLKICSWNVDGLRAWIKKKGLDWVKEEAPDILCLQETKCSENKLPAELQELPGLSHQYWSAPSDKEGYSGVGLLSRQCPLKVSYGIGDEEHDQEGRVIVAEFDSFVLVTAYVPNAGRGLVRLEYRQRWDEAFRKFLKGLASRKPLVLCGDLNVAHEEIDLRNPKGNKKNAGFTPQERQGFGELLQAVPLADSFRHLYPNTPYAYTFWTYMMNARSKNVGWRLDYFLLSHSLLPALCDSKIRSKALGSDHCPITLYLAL
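Readout is kinetic fluorescence (ex 525, em 598 nm) from cleavage of 50 nM TAMRA/BHQ-2 THF abasic duplex by 0.75 nM APE1, compound added 15 min beforehand at RT.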
Pol beta inh – blocks human DNA polymerase beta activity. AID 485314. Pol beta primer extension/strand displacement, fluorescence kinetic. 340,000 compounds, 1.3% hits. Potency, µM (doses to about 114 µM), for the others: top-dose activity change, negative = inhibition, hits mostly inhibitors. P06746; note: potency is the fitted concentration of half-maximal effect; % is set by controls: 0 for no effect and ±100 for the full control effect
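Reaction started by 50 nM substrate onto compound-treated Pol beta (10 nM, 15 min preincubation, room temperature); plates read at 0 min and 10 min. Normalized concentration-effect data fitted by four-parameter Hill equation.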
RXFP1 antagonist – RXFP1 (human) relaxin receptor antagonism. Q9HBX9. HEK293-RXFP1, relaxin-stimulated cAMP HTRF, 30 min; stronger effect = lower value. activity change, negative = inhibition, % at 57.5 µM. 350,000 compounds, 0.59% hits. AID 1259400;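 active = activity change of -60% or lower, but not beyond a set lower limit; inconclusive = change between -60% and -40%, or beyond the set limit; inactive = change above -40%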; note: % is set by controls: 0 for no effect and ±100 for the full control effect
Anesthetic bind – candidate novel general anesthetic via apoferritin binding. apoferritin/1-aminoanthracene competitive binding, fluorescence. Potency, µM (top dose mostly 77.5 µM), for the others: at the top dose activity change, negative = displacement, hits mostly inhibitors. P02791. 350,000 compounds, 0.074% hits; note: potency is the fitted concentration of half-maximal effect; % is set by controls: 0 for no effect and ±100 for the full control effect; nearly all actives have a fitted effect of over 20% in size
Target sequence (P02791 2-175 limits assumed): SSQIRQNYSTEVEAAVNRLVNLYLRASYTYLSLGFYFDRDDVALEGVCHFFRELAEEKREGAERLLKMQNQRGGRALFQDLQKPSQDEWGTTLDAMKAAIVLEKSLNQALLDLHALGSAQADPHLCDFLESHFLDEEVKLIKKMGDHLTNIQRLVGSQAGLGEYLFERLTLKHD
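In PBS, apoferritin at 10 uM is loaded with 1-AMA from a 50% saturated solution. After 10 min of compound exposure at ambient temperature, reduced 535 nm fluorescence indicates probe displacement.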
Pol iota inh – blocks human DNA polymerase iota activity; Pol iota fluorescent replication assay, 10 min; Potency, µM (top dose mostly 115 µM), for inactives: at the highest dose activity, negative = inhibition, most hits filed as inhibitors; 390,000 compounds, 1% hits; AID 588590; note: potency is the fitted concentration of half-maximal effect
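Pol iota at 10 nM preincubated 15 min with compounds at room temperature; reaction started with fluorescent substrate, 50 nM final. Fluorescence read kinetically at 0 and 10 min; buffer-only wells as negative control.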
Pol eta inh – DNA polymerase eta (human) inhibition | Q9Y253 | recombinant Pol eta, fluorescent DNA replication assay | Potency, µM (series often up to 114 µM), without a hit: at the highest dose activity change, negative = inhibition, actives largely listed as inhibitors | 390,000 compounds, 1.2% hits | AID 588591; note: potency is the fitted concentration of half-maximal effect; % is set by controls: 0 for no effect and ±100 for the full control effect
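Pol eta (10 nM) was preincubated with compounds for 15 min at room temperature, after which fluorescent replication substrate (50 nM final) was added to start the reaction. Fluorescence was read kinetically at 0 and 10 min.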
* marks the source's active call; other numbers are inactive results; i = inactive; u = inconclusive; x = no result given; & = joins results of further samples; [ ] = remark or other dose. Unless noted, calls come from the whole dose curve; as a rule, active = well fitted curve in the direction sought with a large enough effect; inconclusive = small, poorly fitted or top-dose-only effect, or another doubt; inactive = no such curve, though single readings can be large; an effect the other way counts as inactive or inconclusive. An excerpt; count on the stated rates, not on these rows.

SMILES	POLK inh	Tb PGK inh	BLM helicase inh	APEX1 inh	Pol beta inh	RXFP1 antagonist	Anesthetic bind	Pol iota inh	Pol eta inh
CC(NC(=O)Cn1cnnn1)C12CC3CC(CC(C3)C1)C2 (stereo not given)	7%	0%	1%	2%	30%	8	u	-5%	-18%
NC(=O)CCCn1c(C(=O)c2ccc(Cl)cc2)c2ccc(C(F)(F)F)cc2[n+]1[O-]	-2%	i	x	13%	x	x	x	17%	-9%
CCc1ccc(C(=O)Nc2cccc(-c3nc4cc(C(C)C)ccc4o3)c2)cc1	0%	-1%	-3%	x	2%	x	-2%	-9%	-18%
Cc1ccccc1CCNC(=O)C1CCC(=O)N(CCc2cccc(F)c2)C1 (stereo not given)	-7%	-2%	0%	25%	13%	15	-11%	38%[activator]	-20%
O=C(O)c1cc(-c2ccc3ccccc3c2)nc2ccc(F)cc12	5%	-4%	0%	-1%	9%	6	3%	23%	2%
COC(=O)c1nn(-c2ccccc2)c(=O)cc1Sc1ccc(Cl)cc1	-17%	-1%	1%	-7%	16%	-2	-9%	-4%	-7%
Cc1cccc(NC(=O)NCCN2C(=O)C3C4C=CC(C4)C3C2=O)c1 (stereo not given)	0%	-4%	2%	-4%	3%	x	-10%	36%[activator]	-15%
O=C(NCSc1ccncn1)c1ccccc1	-7%	-5%	-2%	13%	12%	0	-10%	u	-16%
O=C(CCn1c(=O)sc2ccccc21)NC1CCCCC1	18%	-6%	3%	-4%	30%	-4	-6%	-21%	-9%
COc1ccc(CCNC(=O)c2ccc3c(SCC(=O)O)c4c(nc3c2)CCCC4)cc1OC	-29%	-5%	-13%	-5%	-12%	-4	-7%	u	-9%
CC[C@]12c3[nH]c4cc(CCC(=O)N(C)C)ccc4c3CCN1C(=O)[C@@H](CC(=O)NCCCn1ccnc1)C[C@@H]2C(=O)N1CCN(C(=O)c2ccco2)CC1	-7%	5%	x	-2%	x	x	x	24%	-13%
Cc1cc(C)cc(OCC(O)Cn2nc(C)cc2C)c1 (stereo not given)	-8%[60.1 µM]	-2%	-4%	69%[activator]	2%	-1	-2%	14%	-16%
O=C(CSc1nnc2c(Cl)cc(Cl)cn12)NC1CCS(=O)(=O)C1 (stereo not given)	3%	-10%	-5%	-6%	-12%	5	-11%	3%	1%
COc1ccc(CCNC(=O)c2cc(-c3cccs3)on2)cc1OC	-3%	8%	-5%	-3%	-1%	-28	-7%	-1%	-20%
CN1CCN(CCCCOc2ccc(F)cc2)CC1	-2%	i	0%	4%	-7%	-11	-6%	-7%	-8%
O=C(CSc1nc2ccccc2c(=O)n1-c1ccc(F)cc1)NC1CC1	9%	-9%	x	19%	x	7	x	15%	-20%
O=C(O)c1ccccc1/C=N/NC(=O)C1CCCCC1	0%	1%	3%	4%	39%	2	-9%	10%	-1%
Cc1ccccc1-c1nc2cc(N)ccc2o1	-1%	3%	3%	-4%	43%	25	5%	20%	-19%
CCOC(=O)c1ccc(NS(=O)(=O)c2c(C)[nH]c(C)c2C(=O)N2CCCCC2)cc1	10%	-5%	-3%	94%[activator]	6%	24	-12%	23%	-11%
CCN(CC)CCCN1C(=O)C(O)=C(C(=O)c2cc3ccccc3o2)C1c1ccccn1 (stereo not given)	-12%	2%	-1%	4%	-2%	1	-13%	5%	-6%
Cc1cccc(/C=C/C(=O)c2ccc([N+](=O)[O-])o2)c1	13%	-2%	x	11%	x	x	x	11µM*	u
CC1CCC(NC(=O)c2ccc(NC(=O)c3ccc(=O)[nH]c3)cc2)CC1 (stereo not given)	x	x	-2%	-1%	-2%	x	-4%	x	x
COc1ccccc1N1CCN(/N=C/c2cc(OC)c(OC)c(OC)c2)CC1	-1%	-16%	-5%	0%	-2%	-6	-2%	u	-1%
CC(C)=CC(=O)Nc1ccc2c(c1)OCO2	-7%	-19%	-3%	5%	14%	19	5%	-7%	-11%
CC(C)c1ccc(C(C(=O)NC2CCCC2)N(C(=O)c2csnn2)C2CC2)cc1 (stereo not given)	0%	0%	-14%	-16%	-26%	2	-2%	126%[activator]	-14%
CCCCn1c(N)c(N(CCOC)C(=O)c2ccc3c(c2)C(=O)N(c2ccccc2Cl)C3=O)c(=O)[nH]c1=O	-3%	1%	x	16%	x	7	x	-8%	-4%
O=C(COc1ccc(F)cc1Br)NCc1ccccn1	-3%	i	-8%	3%	16%	-3	-11%	20%	3%
CCCCCCCC/C=C\CCCCCCCC(=O)NCCO	u	i	-2%&-16%	u	u	x	x	u	u
COc1cccc(C(=O)/C=C/Nc2ccc(NC(C)=O)cc2)c1	-15%	0%	-2%	4%	2%	3	-11%	3%	u
O=C(Nc1ccc(Cl)cc1Cl)C1CCCO1 (stereo not given)	-8%	1%	-1%	5%	82%	6	-2%	131%[activator]	-25%
CSc1nc2nc(C)c(C/C=C/c3ccccc3)c(=O)n2[nH]1	-3%	-9%	-1%	-13%	18%	u	-7%	7%	-14%
CC(C)CCNc1nnnc2c1sc1nc(N3CCOCC3)c3c(c12)CC(C)(C)SC3	2%	i	-8%	-6%	13%	-12	-5%	-2%	-7%
Cn1c(CNC(=O)c2ccco2)nnc1SCC(=O)Nc1ccccc1Cl	6%	-13%	x	7%	x	u	x	u	-3%
Cc1ccc(N2CC3=C(C2=O)C(c2ccccc2)NC(=O)N3C)cc1 (stereo not given)	-7%	-8%	-2%	13%	37%	-6	-13%	-12%	u
O=C(COC(=O)c1c[nH]c2ccccc12)Nc1cccc(F)c1	-10%	-5%	x	-10%	x	-3	x	-17%	-8%
Cc1cccc(OCCOCCSc2ncccn2)c1	-14%	-2%	-2%	-3%	0%	-4	-12%	14%	-21%
COc1ccc(CCNc2cc(C)nc3c(-c4ccc(Cl)cc4)c(C)nn23)cc1OC	-5%	-10%	-9%	1%	8%	-9	-4%	-2%	-16%
COc1cc(-c2nc3ccccc3c(=O)n2N)cc(OC)c1OC	-2%	3%	1%	10%	-2%	5	-4%	u	-21%
CCCCNS(=O)(=O)c1ccc(NC(=O)Cc2ccccc2[N+](=O)[O-])cc1	-10%	8%	-4%	-4%	-11%	25	-24%	109%[activator]	-7%
COCCCN1C(=O)C(O)=C(C(=O)c2ccco2)C1c1ccc(Br)cc1 (stereo not given)	-13%	-5%	0%	19%	35%	10	-22%	-2%	3%

Four compounds drawn at random from the list so far, as already listed:
SMILES	POLK inh	Tb PGK inh	BLM helicase inh	APEX1 inh	Pol beta inh	RXFP1 antagonist	Anesthetic bind	Pol iota inh	Pol eta inh
O=C(COC(=O)c1c[nH]c2ccccc12)Nc1cccc(F)c1	-10%	-5%	x	-10%	x	-3	x	-17%	-8%
O=C(COc1ccc(F)cc1Br)NCc1ccccn1	-3%	i	-8%	3%	16%	-3	-11%	20%	3%
COc1ccccc1N1CCN(/N=C/c2cc(OC)c(OC)c(OC)c2)CC1	-1%	-16%	-5%	0%	-2%	-6	-2%	u	-1%
COc1cccc(C(=O)/C=C/Nc2ccc(NC(C)=O)cc2)c1	-15%	0%	-2%	4%	2%	3	-11%	3%	u

(continued)
SMILES	POLK inh	Tb PGK inh	BLM helicase inh	APEX1 inh	Pol beta inh	RXFP1 antagonist	Anesthetic bind	Pol iota inh	Pol eta inh
CC(C)c1ccc(NC(=O)C2CCN(c3nc(-c4ccc(C(C)C)cc4)no3)CC2)cc1	-15%[60.1 µM]	0%	-3%	x	-3%	-4	40%[activator]	10%	-18%
Cc1cc(C)nc(-n2nc(C)cc2NC(=O)COC(=O)CCC(=O)c2cccs2)n1	-2%	0%	-2%	5%	10%	0	-16%	12%	-12%
CCc1cccc(CC)c1NC(=O)c1ccccc1CCc1ccccc1	1%	i	5%	0%	7%	-3	11%	95%[activator]	-15%
Cc1nc(C(=O)NCCO)cc2c1[nH]c1ccccc12	-22%	-4%	-2%	30%	11%	6	5%	-13%	-7%
O=C(COC(=O)c1cccnc1Nc1ccccc1F)NCc1ccc2c(c1)OCO2	-3%	-1%	1%	1%	-3%	-12	-7%	17%	9%
CCN(CC(=O)Nc1c(F)cccc1F)C(=O)/C=C/c1ccc(OCC#N)c(OC)c1	-10%	11%	x	-5%	x	0	x	18%	-4%
Cc1cccc(Nc2nc(N)nc(N)c2N=O)c1	-4%	-5%	x	x	x	-8	x	2%	-5%
O=C(COC(=O)c1ccc[nH]c1=O)Nc1ccc2c(c1)OC(F)(F)O2	-7%	i	-2%	2%	-22%	-3	-3%	52%[activator]	-17%
COc1ccc(-n2c(C)c(C)c3c(NCCO)ncnc32)cc1	-12%	6%	-4%	1%	40%	-17	3%	142%[activator]	-9%
CC(C)(C)CN1CCN(CC#Cc2ccccc2)CC1CCO (stereo not given)	-4%	-8%	-13%	6%	-23%	3	-17%	-5%	-20%
COc1ccc(OCCCC(=O)OC(C)C(=O)Nc2ccc(NC(C)=O)cc2)cc1 (stereo not given)	-3%	1%	-3%	5%	1%	-2	-18%	34%[activator]	4%
COC(=O)c1ccccc1NC(=O)Cn1c(=O)n(CCCC(=O)NCc2ccccc2OC)c(=O)c2ccccc21	4%	-1%	-4%	x	30%	x	7%	10%	-8%
CC(C)(C)NC(=O)c1cnn(-c2ccccc2)c1NC(=O)c1ccccc1	-4%	-6%	2%	4%	1%	-9	-10%	-4%	1%
Cc1cccc(-n2c(-c3ccccc3)c[nH]c2=S)c1C	3%	-2%	-3%	3%	-2%	-34	-8%	18%	-20%
S=c1[nH]nc(-c2cccnc2)n1-c1ccc2c(c1)OCCO2	7%	-2%	-1%	0%	27%	-23	-9%	44%[activator]	4%
C1CCc2c(nc3nnnn3c2NC2CCCC2)C1	0%	i	0%	4%	36%	4	-7%	13%	-6%
Cc1[nH]c2c(ccc3ccccc32)c1C1C(CCN)C1(C)C (stereo not given)	-1%	i	-11%	-2%	1%	-19	-19%	14%	-23%
O=C(Nc1ccccc1)c1c(F)cccc1F	-6%	2%[11.5 µM]	-3%	-4%	15%	13	-10%	4%	-9%
